PRMT1 inh: inhibitors of human PRMT1; Q99873; recombinant PRMT1, activity-based probe fluorescence polarization; actives 1.3% (n = 370,000); inhibition, % at 2.79 µM;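 active = inhibition above about 21% made by adding two undisclosed values, limit read from the data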
UHRF1 MBD2 ctr: blocks human UHRF1 binding to methylated DNA; AID 687016; inhibition, % at 4.4 µM; actives 0.75% (n = 370,000); UHRF1 binding to methylated oligo, TR-FRET; Q96T88; in the data active = inhibition above about 21%;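 also: UHRF1 SRA domain binding a hemimethylated CpG hairpin DNA probe; 0% = median of test compound wells and 100% = reference inhibitor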
Target sequence (Q96T88 whole entry, looked up, the tested form may be a part): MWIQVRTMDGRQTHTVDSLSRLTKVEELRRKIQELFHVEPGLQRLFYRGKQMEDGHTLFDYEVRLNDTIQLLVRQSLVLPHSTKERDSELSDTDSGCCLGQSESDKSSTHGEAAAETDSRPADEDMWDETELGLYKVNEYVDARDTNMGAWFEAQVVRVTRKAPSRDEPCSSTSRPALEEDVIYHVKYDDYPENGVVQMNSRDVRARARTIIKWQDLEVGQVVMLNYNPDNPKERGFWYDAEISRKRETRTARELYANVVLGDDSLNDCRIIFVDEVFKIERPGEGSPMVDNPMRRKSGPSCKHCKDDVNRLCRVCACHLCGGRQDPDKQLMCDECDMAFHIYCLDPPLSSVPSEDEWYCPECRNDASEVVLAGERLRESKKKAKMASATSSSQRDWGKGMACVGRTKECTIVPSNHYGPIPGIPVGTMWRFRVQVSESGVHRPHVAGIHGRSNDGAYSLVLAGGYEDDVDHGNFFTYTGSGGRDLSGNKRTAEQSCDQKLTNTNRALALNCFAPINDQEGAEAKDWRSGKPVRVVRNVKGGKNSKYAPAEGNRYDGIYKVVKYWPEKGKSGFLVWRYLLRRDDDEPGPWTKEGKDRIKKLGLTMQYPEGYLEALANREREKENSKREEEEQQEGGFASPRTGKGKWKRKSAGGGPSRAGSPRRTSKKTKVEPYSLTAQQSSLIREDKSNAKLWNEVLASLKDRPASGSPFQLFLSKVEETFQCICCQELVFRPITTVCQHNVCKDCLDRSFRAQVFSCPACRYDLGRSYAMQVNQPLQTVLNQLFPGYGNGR
TDP2 inh: TDP2 (human) inhibition, absorbance primary screen. O95551. recombinant TDP2, T5PNP hydrolysis, p-nitrophenol absorbance 415 nm. inhibition, % at 12.8 µM. actives 0.34% (n = 370,000);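 active = inhibition above the mean of all tested compounds plus 3 SD, set per campaign, cut at about 25% in these data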;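 also: 0% = DMSO with enzyme and 100% = buffer with substrate but no TDP2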
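System: recombinant human TDP2 / Amount: 120 nM TDP2 per well / Also added: 5 mM T5PNP chromogenic substrate / Doses: 12.8 µM single point, 1% DMSO / Incubation: 2 h at 37 °C / Detection: p-Nitrophenol epi absorbance / Evaluation: % inhibition relative to enzyme-containing and enzyme-free wells / Repeats: singlicate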
DDE Tn7 FP inh: inhibitors of Tn7 peptide binding to human fibrin DD(E); inhibition, % at 8.3 µM; P02675; actives 0.13% (n = 370,000); FP displacement of FITC-Tn7 peptide from fibrin DD(E); 0% = median of compound wells per plate; AID 720508;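 active = inhibition above the mean of compounds falling within the control limits plus 3 SD of them, cut at about 14% in these data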;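 also: 0% = plate median of compound wells and 100% = 10 µM Aha-Tn7 peptide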
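Assay system: Fibrin-DD(E) protein isolated from polymerized human fibrin clots; read-out basis: percent inhibition; medium: Tris/NaCl/CaCl2 buffer, pH 7.8; signal: FP measurement; incubation: 10 min plus 3 h, room temperature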
KLK7 zymogen act: activates the human kallikrein-7 zymogen; purified proKLK7, EDANS-DABCYL substrate fluorescence; 100% is mature enzyme control, 0% vehicle; activation, % at 7 µM; actives 0.9% (n = 370,000); AID 652039;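 active = activation above the mean of all tested compounds plus 3 SD, computed per campaign excluding outliers beyond control limits, cut at about 13% in these data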
Target sequence (P49862 whole entry, looked up): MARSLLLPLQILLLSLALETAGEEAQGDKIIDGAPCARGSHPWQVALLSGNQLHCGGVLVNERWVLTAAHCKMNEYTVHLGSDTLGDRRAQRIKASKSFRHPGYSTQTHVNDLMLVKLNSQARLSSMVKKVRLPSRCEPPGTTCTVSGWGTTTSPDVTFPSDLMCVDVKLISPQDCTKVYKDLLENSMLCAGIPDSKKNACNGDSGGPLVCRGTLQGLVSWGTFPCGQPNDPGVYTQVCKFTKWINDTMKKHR
TCR CD3 inh: inhibitors of human TCR-CD3 interaction; TAMRA-labeled TCR probe fluorescence, biochemical; inhibition, % at 9.4 µM; actives 0.37% (n = 360,000); AID 651800; in the data active = inhibition above about 19%;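 also: recombinant mutant TCR 2C K166C tagged with TAMRA read by polarization; 0% = receptor in buffer alone and 100% = receptor with positive control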
MBD2 DNA inh: inhibitors of human MBD2 binding to methylated oligonucleotide; inhibition, % at 4.4 µM; Q9UBB5; actives 0.31% (n = 370,000); TR-FRET; in the data active = inhibition above about 13%
SIAE primary: human SIAE inhibition, primary screen | actives 0.69% (n = 370,000) | Q9HAT2 | inhibition, % at 9.66 µM | SIAE FP-Rh probe binding, fluorescence polarization;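 active = inhibition above a cutoff: mean of compounds within the control limits plus 3 SD of those, cut at about 17% in these data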;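 also: 0% = plate median of compound wells and 100% = probe without SIAE protein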
DDE Tn6 FP inh: DD(E)-Tn6 binding inhibition, primary FP screen | P02675 | Fibrin DD(E) TRITC-Tn6 fluorescence polarization displacement | inhibition, % at 8.3 µM | actives 0.21% (n = 370,000) | AID 720509;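 active = inhibition above a per-campaign cutoff: mean of compounds within control limits plus 3 SD, cut at about 15% in these data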;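 also: 0% = median of all compound wells on the plate and 100% = blocking peptide control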
LEDGF integ inh: blocks HIV-1 LEDGF/p75-dependent DNA integration | TR-FRET IN-LEDGF/p75 DNA integration, Eu/Cy5 | AID 743269 | inhibition, % at 3.7 µM | actives 0.64% (n = 370,000);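 active = inhibition above the screen-wide mean plus 3 SD, cut at about 13% in these data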;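 also: signal is the Cy5 over europium emission ratio at 671 and 618 nm; 0% = plate median of compound wells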
* = called active by the depositor; . = not tested or not shown. Random draw from the library. About 4.6% of those tested had a hit in this group.

no.	Molecule	PRMT1 inh	UHRF1 MBD2 ctr	TDP2 inh	DDE Tn7 FP inh	KLK7 zymogen act	TCR CD3 inh	MBD2 DNA inh	SIAE primary	DDE Tn6 FP inh	LEDGF integ inh
1	Cc1nc2cc(NC(=O)N3c4ccccc4CC3C)ccc2o1 (stereo not drawn)	11	-7	2	-6	-0.1	-1	-9	3	1	0
2	COc1ccc(S(=O)(=O)NCc2cccnc2)c2ccccc12	0	1	-15	-1	0.5	-3	-3	0	-4	3
3	CCCCCOC(=O)NC1CCS(=O)(=O)C1 (stereo not drawn)	-1	3	2	-6	-0.3	8	-3	-1	-3	1
4	COc1ccc(OCc2nnc(SCC(=O)N3CCCc4ccccc43)n2-c2ccc(C)cc2)cc1	5	3	-13	-2	0.9	-5	2	-5	0	-2
5	CCOc1ccc(CN(C)CC(=O)Nc2ccc(N3CCOCC3)cc2)cc1OC	0	-2	-11	-4	0.2	4	-1	10	-1	1
6	O=C(Nc1cc(C(F)(F)F)cc(C(F)(F)F)c1)c1ccc(Cn2cc(C(F)(F)F)ccc2=O)cc1	-2	0	7	9	-0.1	2	-3	-20	-3	-1
7	CC(C)(C)C1CCC(OC(=O)CN2CCOCC2)CC1 (stereo not drawn)	-4	-2	6	2	-0.1	6	-3	3	7	-2
8	Cc1ccc(C)c(S(=O)(=O)Nc2ccc(C(=O)NCCCN3CCCC3=O)cc2)c1	-3	2	-7	9	0.2	-1	1	0	-1	2
9	C/C(CCCO)=N/Nc1ccc([N+](=O)[O-])cc1[N+](=O)[O-]	6	-5	-7	-7	0.1	-5	-10	-11	-3	-4
10	COc1ccc(O)cc1	-1	0	10	-7	0.3	-4	-5	6	-3	2
11	CC(CN1CCCC1)OC(=O)C(c1ccccc1)c1ccccc1 (stereo not drawn)	0	0	-5	0	0.5	1	-5	-2	-1	-1
12	CNS(=O)(=O)c1cc(Nc2ncnc3sccc23)ccc1C	0	3	-4	-3	0.3	-6	1	-3	5	1
13	O=C(Nc1ccccn1)c1ccco1	3	-1	2	-1	-0.5	2	2	-2	8	-1
14	Cc1ccc(OCCSc2nnc(-c3cccs3)n2C)cc1	-1	0	5	-6	-0.2	0	-1	3	-4	-1
15	CCOC(=O)N1CCN(C(=O)CSc2nnc(-c3ccc(C(C)(C)C)cc3)o2)CC1	0	1	-3	6	0.0	-7	2	-7	3	-4
16	CC(=O)c1cc(-c2ccccc2)n(CC(=O)NC2CCCCC2)c1C	-1	1	0	-1	-1.0	-2	3	1	1	-1
17	O=C(NCCN1CCOCC1)c1ccc(Cl)c([N+](=O)[O-])c1	0	-1	12	-5	-0.1	-3	-1	0	-1	-3
18	COc1ccc(NC2CCCN(C(=O)CCc3cn[nH]c3)C2)cc1 (stereo not drawn)	5	3	-12	-2	0.9	7	0	-2	-12	-13
19	O=C(CN1CCOC1=O)N1CCCC(Nc2ccc(F)c(F)c2)C1 (stereo not drawn)	-4	1	-15	-10	0.1	4	5	-7	5	3
20	O=C(NCCc1ccc(F)cc1)c1cc2ccccc2oc1=O	-2	0	2	-5	0.3	-5	-2	1	-2	2
21	Brc1c(C[n+]2ccccc2)nc2ccccn12	1	2	-15	0	0.3	-11	4	-3	-1	-5
22	CCCn1c2c(c(O)c(C(=O)Nc3nccs3)c1=O)CCCC2	-2	0	8	-6	0.3	7	3	-5	5	-1
23	c1ccc2ncc(-n3cnnn3)cc2c1	0	-5	7	0	-0.5	-1	1	1	-8	0
24	C=CCn1c(SCC(=O)NCCOC)nc2scc(-c3ccco3)c2c1=O	47*	2	5	1	-0.5	7	3	-4	4	6
25	CCOC(=O)c1cc(-c2ccc(OC)cc2)nc2c1c(C)nn2CCC#N	0	-1	8	3	-76	1	-4	-14	2	1
26	CCCc1cc(-c2nc(N)ncc2-c2ccc3c(c2)OCCCO3)c(O)cc1OC	-2	-4	-5	-8	-0.3	-2	-2	-2	-9	-1
27	Cc1cc(C)n2nc(C(=O)Nc3cccnc3)nc2n1	-1	-3	-13	1	-0.7	0	0	0	-3	3
28	COC(=O)c1ccc(NC(=O)c2ccc3nc(C)sc3c2)cc1	11	3	-11	5	-8.3	-5	7	-13	2	5
29	Cc1cc(Nc2ccc(F)c(Cl)c2)n2nc(C)nc2n1	-2	2	-3	-5	-0.6	-7	-2	-5	2	5
30	COc1ccc(-c2nnc(OCc3nc4ccccc4n3C)c3ccccc23)cc1	-1	0	3	-1	-0.2	-3	2	2	-6	3
31	C[C@H](CO)N1C[C@H](C)[C@@H](CN(C)S(=O)(=O)c2ccc(Oc3ccccc3)cc2)OCc2cn(nn2)CCCC1=O	-6	0	3	1	-0.7	-1	-1	3	-4	-8
32	COc1ccc(S(=O)(=O)N2CCCC2)cc1NC(=O)c1ccccc1	1	-1	-7	-1	0.0	-8	9	1	0	1
33	COC(=O)[C@@]12CCCN1[C@H](c1ccc(-c3ccc4c(c3)OCO4)c(OC)c1)[C@H]1C(=O)N(C)C(=O)[C@H]12	-2	-3	-2	0	1.0	1	4	7	6	0
34	COc1ccc(CCNC(=O)c2cc3c(=O)n4ccccc4nc3n(CC3CCCO3)c2=N)cc1OC (stereo not drawn)	1	-2	-6	3	-0.8	-11	-2	0	1	-1
35	COc1cccc([C@@H]2CC=C(C(=O)O)[C@H](c3ccccc3F)N2S(=O)(=O)c2ccc(C)cc2)c1	-1	0	4	-4	-0.1	2	1	-2	-3	3
36	Cc1ccc(-c2onc3ccc(C=O)cc23)cc1	6	-3	8	-4	-20	7	0	-6	3	1
37	COc1ccc(C(=O)Nc2cccc(S(=O)(=O)N(C)C)c2)cc1S(=O)(=O)N1CCOCC1	-3	0	-2	-4	-0.2	-8	-1	-2	1	2
38	CS(=O)(=O)N1N=C(c2cccs2)CC1c1ccc(F)cc1 (stereo not drawn)	5	1	-4	2	-0.9	-1	11	-9	-2	0
39	CC(C)N(C(=O)[C@H]1CC(CC(=O)NCCN2CCOCC2)C(=O)N2CCc3c([nH]c4ccccc34)[C@]12C)C(C)C (stereo partly drawn)	0	0	20	5	0.3	2	1	-1	2	3
40	COc1ccc(OC)c(CN2CCN(C(=O)c3cc(S(=O)(=O)N4CCOCC4)ccc3C)CC2)c1	0	0	7	-1	-0.3	0	1	-2	1	3
41	CC(C)(C)OC(=O)C[C@@H]1C/C=C\C[C@H](CC(=O)N[C@@H](CO)Cc2ccccc2)C(=O)N[C@H](Cc2ccccc2)COC1=O	-2	-3	-2	6	0.5	3	1	3	1	-4
42	O=C(NCc1ccc2c(c1)OCO2)c1ccc2c(c1)C(=O)N(Cc1cccnc1)C2=O	2	4	-5	-4	-0.2	-7	3	-3	-5	1
43	O=C(Cc1ccccc1)Nc1ccc(NC(=O)c2ccco2)nc1	1	0	-5	7	-0.6	0	4	-4	1	-3
44	Cc1onc(-c2ccc(Cl)cc2)c1-c1ccn(S(=O)(=O)c2ccccc2Cl)n1	-2	-1	2	9	0.1	.	-5	-4	2	-3
45	O=C(CCC(=O)NCCO)NCCO	-4	0	-6	4	0.1	1	2	1	7	-2
46	COc1ccc(NC(=O)CCNC(=O)c2ccco2)cc1Cl	3	2	-3	2	-0.4	-9	6	2	5	-2
47	CC(=C/c1ccccc1)/C=C1/SC(N2CCOCC2)=NC1=O	4	2	-2	2	0.9	4	2	-1	5	-7
48	COc1cc2[nH]c(=O)c(C(=O)NCc3ccc(F)cc3)c(O)c2cc1OC	5	3	-8	-6	-0.8	-2	-3	1	-6	-2
49	Cc1ccc(NC2=Nc3ccccc3CC2)cc1	1	0	7	-6	-0.2	-3	0	7	-1	2
50	CC(CCc1ccccc1)NC(=O)CCC1CCCC1 (stereo not drawn)	-3	1	7	-9	-0.8	1	1	-4	1	3

(continued)
no.	Molecule	PRMT1 inh	UHRF1 MBD2 ctr	TDP2 inh	DDE Tn7 FP inh	KLK7 zymogen act	TCR CD3 inh	MBD2 DNA inh	SIAE primary	DDE Tn6 FP inh	LEDGF integ inh
51	Cc1ccc2ccccc2c1C(O)c1ncc(-c2ccc(F)cc2)[nH]1 (stereo not drawn)	1	-3	-2	1	0.1	6	-1	-2	7	3
52	Cc1ccc(C)c(OCC(O)CN2CCC(Cc3ccccc3)CC2)c1 (stereo not drawn)	-2	-2	6	0	0.3	-6	1	9	2	1
53	Cn1c(C(O)c2ccccc2F)nc(Cl)c1Cl (stereo not drawn)	0	0	-1	-5	0.0	-5	3	6	-4	-2
54	COc1cc(CN2C(=O)C(C)ON=C2c2ccccc2F)cc(OC)c1 (stereo not drawn)	-6	0	-8	-5	0.4	-8	0	-2	0	1
55	Cc1ccc(S(=O)(=O)N(CC(=O)NN=C2CCN(C)CC2)c2ccc(F)cc2)cc1	-2	-1	4	4	-0.5	-3	2	-3	0	1
56	CC(C)(C)c1ccc(C(=O)Nc2nonc2-c2nc3ccccc3[nH]2)cc1	1	-2	1	-7	-0.2	10	1	-8	0	0
57	Cc1ccccc1NC(=O)NCCCCc1ccccc1	1	2	4	-2	0.0	-2	1	3	-4	-3
58	COc1ccc(NC(=O)CN2C(=O)NC(C)(c3ccccc3)C2=O)cc1Cl (stereo not drawn)	5	0	1	3	-0.2	5	9	1	2	-3
59	CCCCCCOc1ccc(N2C(=O)CC(NCc3ccc(S(N)(=O)=O)cc3)C2=O)cc1 (stereo not drawn)	19	2	4	-4	-0.3	4	2	-7	0	-5
60	O=C1/C(=C/c2cccs2)CCC/C1=C\c1cccs1	1	9	5	-2	-0.6	0	1	9	1	20*

In another format: entries from further up
Values run as follows: PRMT1 inh, UHRF1 MBD2 ctr, TDP2 inh, DDE Tn7 FP inh, KLK7 zymogen act, TCR CD3 inh, MBD2 DNA inh, SIAE primary, DDE Tn6 FP inh, LEDGF integ inh
[32] COc1ccc(S(=O)(=O)N2CCCC2)cc1NC(=O)c1ccccc1
→ 1, -1, -7, -1, 0.0, -8, 9, 1, 0, 1
[33] COC(=O)[C@@]12CCCN1[C@H](c1ccc(-c3ccc4c(c3)OCO4)c(OC)c1)[C@H]1C(=O)N(C)C(=O)[C@H]12
→ -2, -3, -2, 0, 1.0, 1, 4, 7, 6, 0

Further results:
no.	Molecule	PRMT1 inh	UHRF1 MBD2 ctr	TDP2 inh	DDE Tn7 FP inh	KLK7 zymogen act	TCR CD3 inh	MBD2 DNA inh	SIAE primary	DDE Tn6 FP inh	LEDGF integ inh
61	O=C(CCN1C(=O)/C(=C/c2ccc(F)cc2)SC1=S)NNC(=O)c1cccnc1	2	-3	8	-1	-0.2	0	1	4	-1	0
62	CC1(C)CC2CC(C)(CN2C(=O)c2cc(-c3ccc(F)cc3)on2)C1 (stereo not drawn)	-7	0	5	-2	-0.8	2	2	0	-2	4
63	Oc1ccc(CCc2ccccn2)cc1	-3	-2	-6	2	0.2	3	-2	1	1	-1
64	Cc1ccc(S(=O)(=O)NCCC(=O)NCCOc2ccccc2)cc1	1	-1	11	0	0.6	0	-2	1	-3	-3
65	CCCCn1c(N)c(N(CC)C(=O)C2CCCC2)c(=O)[nH]c1=O	2	1	6	7	0.1	-8	4	0	-3	-3
66	CC(C)CC1NC(=O)c2cc(Cl)ccc2-n2c1nc1ccc(F)cc1c2=O (stereo not drawn)	-1	0	7	5	0.3	-2	4	1	-1	1
67	Cc1cc(C)n(-c2c(F)c(F)c(CN3CCCCC3)c(F)c2F)n1	1	2	3	-5	0.3	6	1	4	0	-1
